PV pol inh – inhibitors of poliovirus RNA polymerase binding and polymerization | % elongation, % (compound at 16.7 µg/mL) | P03300 | poliovirus polymerase elongation, fluorescence polarization; hits give low values | 0.66% of 150,000 active; in the data active = % elongation below about 90%; also: some results filed as inactive read as strong as hits
Target sequence (P03300 1749-2209 limits assumed): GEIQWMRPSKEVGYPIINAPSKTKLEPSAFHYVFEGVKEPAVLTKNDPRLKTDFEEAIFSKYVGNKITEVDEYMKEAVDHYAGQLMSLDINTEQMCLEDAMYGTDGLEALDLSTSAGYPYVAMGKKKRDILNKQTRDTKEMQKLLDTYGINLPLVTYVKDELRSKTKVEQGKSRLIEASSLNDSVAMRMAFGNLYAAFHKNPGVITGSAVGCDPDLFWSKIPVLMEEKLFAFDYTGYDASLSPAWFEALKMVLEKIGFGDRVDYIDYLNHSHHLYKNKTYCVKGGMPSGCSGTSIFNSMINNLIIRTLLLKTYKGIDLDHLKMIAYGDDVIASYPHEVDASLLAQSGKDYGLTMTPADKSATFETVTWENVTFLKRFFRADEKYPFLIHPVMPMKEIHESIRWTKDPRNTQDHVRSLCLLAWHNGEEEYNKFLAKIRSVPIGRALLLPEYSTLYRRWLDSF
PV pol inh FP z-score – recorded beside PV pol inh, whose call it bears; z-score; measured here: FP z-score; hits read low
Numbers without * were called inactive.

Order of results: PV pol inh | PV pol inh FP z-score
[1] Cn1c(=O)c2cc(C(=O)NCc3ccco3)sc2c2ccc(Cl)cc21
→ 101 | 0.4
[2] Nc1cc(=O)[nH]c(=S)n1-c1ccccc1
→ 99 | -0.7
[3] Cc1c(C(=O)N(Cc2ccccc2F)C2CCS(=O)(=O)C2)oc2ccc(F)cc12 (stereo unspecified)
→ 102 | -1.3
[4] Cc1c(Cl)cccc1NC(=S)N(C)CCC#N
→ 106 | 0.4
[5] Clc1cccc(N2CCN(c3ncnc4[nH]ncc34)CC2)c1
→ 100 | -0.1
[6] CCOc1ccccc1-c1noc(CSc2nnc(-c3ccccc3)n2-c2ccc(F)cc2)n1
→ 112 | 1
[7] CC(C)c1ccccc1OCC(=O)O
→ 98 | -0.8
[8] CCc1ccc(NC(=O)c2ccnc(C(C)(C)C)c2)cc1
→ 100 | -0.4
[9] O=C(CCCn1c(=O)[nH]c2ccsc2c1=O)N1CCN(c2ccc(Cl)cc2)CC1
→ 112 | 2.2
[10] Cc1cc(/C=N/n2cnnc2)c(C)n1-c1cccc(C(F)(F)F)c1
→ 101 | 0
[11] NC(c1ccc2c(c1)CCCC2)c1cccs1 (stereo unspecified)
→ 103 | 0
[12] Cc1c(C(=O)O)sc2nc[nH]c(=O)c12
→ 107 | 0.4
[13] Cc1cc(C)c2c(n1)SCC(=O)N2CC(=O)Nc1ccccc1C
→ 110 | 1.1
[14] O=C(O)CN1CCN(Cc2ccccc2)C1=O
→ 103 | 0.7
[15] CC(C)c1nc2sc3c(c2c(=O)n1N)CC(C)(C)OC3
→ 102 | 0.1
[16] Cc1ccc(S(=O)(=O)Nc2ccc(C(=O)Nc3nccs3)cc2)cc1
→ 101 | -0.4
[17] O=C(NCC(c1cccs1)S(=O)(=O)c1cccs1)c1ccccc1 (stereo unspecified)
→ 111 | 0.9
[18] Cc1ccc(NC(=O)CCn2nnc(-c3ccc(OCc4ccccc4F)cc3)n2)cc1C
→ 102 | 0.3
[19] Cc1ccccc1NC(=O)C1CCN(C(=O)c2cc3sccc3n2Cc2ccc(F)cc2)CC1
→ 103 | 0.2
[20] Cc1cccc(N2CCN(C(=O)Nc3ccc(F)cc3)CC2C)c1 (stereo unspecified)
→ 109 | 0.3
[21] O=S1(=O)N=C(N(Cc2ccco2)c2ccc(O)cc2)c2ccccc21
→ 106 | 1.7
[22] Cc1ccc(NC(=O)CSc2ncnc3ccccc23)cc1C
→ 98 | -1.7
[23] Cc1ccc(S(=O)(=O)c2[nH]nc3ccc(Cl)cc23)cc1
→ 106 | 0.3
[24] COc1ccc(Nc2ncc3c(n2)CCN(Cc2sccc2C)C3)c(OC)c1
→ 101 | -0.7
[25] Cn1c(O)c(C=Nc2ccccc2)c(=O)n(C)c1=O
→ 99 | -0.4
[26] O=C(Nc1ccc(Cl)cc1)c1ncoc1-c1cccs1
→ 100 | -0.4
[27] CCc1ccc(-c2nn(CC(=O)NC3CCCC3)c3c2cnc2ccc(F)cc23)cc1
→ 112 | 1.4
[28] N#CCCn1ccc2ccccc21
→ 101 | 0
[29] Cc1ccc2nc(Cl)c3cc(C(=O)N=C4NC(=O)CN4C)sc3c2c1
→ 99 | -0.4
[30] COc1ccc(N2C(=O)CSC23C(=O)N(C)c2ccccc23)cc1Cl (stereo unspecified)
→ 99 | -1.1
[31] COc1ccc(-n2c(SCC(=O)NCc3ccc(Cl)cc3)nc3ccsc3c2=O)cc1
→ 102 | -1
[32] CCCC(C(=O)NCc1cccc(Cl)c1)N1Cc2ccccc2C1=O (stereo unspecified)
→ 110 | 0.6
[33] CCOC(=O)c1cc(-c2ccc(S(=O)(=O)N3CCCCC3C)s2)on1 (stereo unspecified)
→ 100 | -0.8
[34] Cc1cccc(C)c1Nc1c(-c2ccccn2)nc2ccc(Cl)cn12
→ 113 | 1.2
[35] N#Cc1c(-c2ccccc2)nc2n(c1=O)CCCS2
→ 100 | -1
[36] CCCCn1nnc2sc(-c3ccccc3)cc2c1=O
→ 107 | 2.6
[37] O=C1c2ccccc2S(=O)(=O)c2cc(C(=O)N3CCN(c4ccccc4)CC3)ccc21
→ 104 | 0.4
[38] O=c1[nH]c(CSc2ccccn2)nc2ccsc12
→ 128 | 2.7
[39] CCOC(=O)C1=C(C)NC2=C(C(=O)CCC2)C1c1ccccc1 (stereo unspecified)
→ 102 | 0
[40] O=C(NCCc1ccc(Cl)cc1)c1ccc2c(c1)N(Cc1ccc(F)cc1Cl)C(=O)CS2
→ 108 | 1.1
[41] Cc1cc(NC(=O)c2cccnc2)ccc1NC(=O)c1ccco1
→ 103 | 0.4
[42] COc1ccccc1/C=C/C(=O)N1CCC(C(N)=O)CC1
→ 104 | 0.6
[43] CC1(C)CC2(CCO1)NNC(=S)NN2
→ 99 | -1.1
[44] O=C(Nc1ccc2c(c1)OCCO2)c1cccc(-n2cnnc2)c1
→ 104 | 0.8
[45] O=S(=O)(c1ccc(F)cc1)N1C=CC(C(F)(F)F)=NCC1
→ 107 | 1
[46] O=C(Cn1c(=O)oc2cc(S(=O)(=O)NCc3ccccc3)ccc21)Nc1ccc(F)cc1
→ 101 | -0.3
[47] CCc1ccc(OCC(=O)Nc2ccc3c(c2)COC3=O)cc1
→ 108 | 0.8
[48] CCOC(=O)N1CCN(C(=O)C2COc3ccccc3O2)CC1 (stereo unspecified)
→ 98 | -0.3
[49] CCN(CC)c1ccc(NC(=O)CN2C(=O)c3cccnc3Sc3ccccc32)c(C)c1
→ 111 | 1.1
[50] Cc1cccc(N(C)c2nc3ccc(C(=O)c4ccccc4)cc3n3c(C)nnc23)c1
→ 97 | -1.5
[51] S=C1NN(c2ccccc2)C2=C(CCC2)S1
→ 101 | -0.1
[52] O=S(=O)(Nc1ccc(Oc2ccc(Cl)cc2C2CCCCC2)nc1)c1cccc2nonc12
→ 104 | 0.7
[53] Cn1cc(CC(=O)N2CCN(c3ccc(Cl)cc3)CC2)c2ccccc21
→ 103 | 0.2
[54] O=C1c2ccccc2C(=O)N1CCSc1nnc(Cc2cccs2)n1C1CCCCC1
→ 102 | -0.1
[55] CC1CCN(S(=O)(=O)N2CCC(C(=O)NCCC3=CCCCC3)CC2)CC1
→ 102 | 0.5
[56] O=C(O)CNC(=S)N(Cc1cccs1)C1CCCC1
→ 103 | 0.8
[57] NC(=O)c1ccccc1OCC(=O)N1CCCC1c1ccc2c(c1)OCCCO2 (stereo unspecified)
→ 101 | -0.3
[58] C/C(N)=C(/C#N)C(=O)CSc1nnc(N)s1
→ 105 | 0.3
[59] Nc1ccc(C(=O)NCc2ccccc2)cc1
→ 102 | 1.2
[60] CCOc1ccc(C(CC(=O)O)N2Cc3ccccc3C2=O)cc1OC (stereo unspecified)
→ 111 | 0.9

No new results follow: an excerpt of the list.
Order of results: PV pol inh | PV pol inh FP z-score
[59] Nc1ccc(C(=O)NCc2ccccc2)cc1
→ 102 | 1.2
[60] CCOc1ccc(C(CC(=O)O)N2Cc3ccccc3C2=O)cc1OC (stereo unspecified)
→ 111 | 0.9

Next part
61	CCC(CC)NC(=O)c1ccc(OCc2c(C)noc2C)c(OC)c1
62	CCc1nnc(NC(=O)CSc2nc3c([nH]c4ccccc43)c(=O)n2-c2ccc(Cl)cc2)s1
63	Cn1nc(NC(=O)c2ccc(CSc3ccc(Cl)cc3)o2)c2c(F)cccc21
64	COc1ccc(-c2nc(Cn3c(SCc4ccc(F)cc4)nc4cccnc43)c(C)o2)cc1
65	CCn1c2ccc(F)cc2c2nnc(NN)nc21

assay / entry	61	62	63	64	65
PV pol inh	104	107	94	113	101
PV pol inh FP z-score	0.1	0.1	-1.8	0.5	-0.1

66	O=C(Nc1ccc2nc(SCCOc3ccccc3Cl)sc2c1)c1cccs1
67	CCc1ccc(NC(=O)c2cc3c(=O)[nH]c4ccccc4c3n2C)cc1
68	Cc1cc(=O)n(Cc2ccc(Br)cc2F)c2c1c(C)nn2-c1ccccc1
69	CC(O)/C=C/c1ccncc1 (stereo unspecified)
70	O=C(CSc1cn(CC(=O)N2CCOCC2)c2ccccc12)Nc1ccccc1

assay / entry	66	67	68	69	70
PV pol inh	107	103	109	99	102
PV pol inh FP z-score	0	0.5	0.6	-0.9	-0.1

An excerpt from above in order of number of heavy atoms, largest number first.
66	O=C(Nc1ccc2nc(SCCOc3ccccc3Cl)sc2c1)c1cccs1
65	CCn1c2ccc(F)cc2c2nnc(NN)nc21
69	CC(O)/C=C/c1ccncc1 (stereo unspecified)

assay / entry	66	65	69
PV pol inh	107	101	99
PV pol inh FP z-score	0	-0.1	-0.9

Next part.
71	COc1ccc2cc3cc(C(=O)NCCC(C)C)sc3nc2c1
72	N#C/C(=C\Nc1ccc2c(c1)C(=O)OC2)C(=O)c1ccccc1
73	COc1ccc(C2C=C(c3ccccc3)Nc3nc(NC(=O)/C=C/c4ccccc4OC)nn32)cc1 (stereo unspecified)
74	CCCc1ncc(C(=O)c2ccc(OC)cc2)n1C
75	O=C(CCCc1c[nH]c2ccccc12)NC1=NCCS1

assay / entry	71	72	73	74	75
PV pol inh	101	103	101	99	99
PV pol inh FP z-score	-0.5	0.1	-1	-0.2	-1.3

76	CC1(C)Cc2c(sc3ncn4nc(CSc5nc6ccccc6o5)nc4c23)C(C)(C)N1
77	CC(=O)NCc1ccc(C(=O)CSc2nnc(-c3ccncc3)n2Cc2ccccc2)o1
78	O=C(Nc1ccc2oc(-c3ccc(Cl)cc3)nc2c1)c1ccc2ccccc2c1
79	CC(OC(=O)c1c(Cl)cccc1Cl)C(=O)NC1CC1 (stereo unspecified)
80	Cn1c(N2C(=O)c3cccc4cccc(c34)C2=O)nc2ccccc21

assay / entry	76	77	78	79	80
PV pol inh	102	104	102	106	104
PV pol inh FP z-score	0.3	0.3	-0.1	0.7	0.1

81	CCOC(=O)Cc1ccc(NC(=O)N2CCC(CN3CCCCCC3)CC2)cc1
82	CCOC(=O)c1c(NC(C)=O)nc(SC)n1Cc1ccco1
83	CCOC(=O)COc1c(Cl)cc(/C=C2/N=C(c3ccco3)OC2=O)cc1OCC
84	CCOc1ccc(S(=O)(=O)n2cccn2)cc1
85	CC(C)N(C(=O)NC(=O)c1csnn1)C(C)C

assay / entry	81	82	83	84	85
PV pol inh	109	106	100	101	98
PV pol inh FP z-score	-0.2	0.6	-0.7	-0.6	-0.7

86	CNc1ccccc1C(C)(C)c1cc(-c2cccnc2)n[nH]1
87	c1ccc(Cn2ccc3ccccc32)cc1
88	Cc1cc(NC(=O)CSc2ncnc3sc(C)c(C)c23)n(-c2ccccc2)n1
89	NCCCC(N)CC(=O)NC1CNC(=O)C(C2CC(O)N=C(N)N2)NC(=O)/C(=C/NC(N)=O)NC(=O)C(CO)NC(=O)C(CO)NC1=O (stereo unspecified)
90	COc1ccc(C2CC(=O)c3cc(-c4nc(-c5cccc([N+](=O)[O-])c5)cs4)c(=O)n(-c4ccc(F)cc4)c3C2)cc1 (stereo unspecified)

assay / entry	86	87	88	89	90
PV pol inh	99	102	102	100	105
PV pol inh FP z-score	-0.5	0.2	-0.2	0.1	-0.2

Single values from the results shown.
compound 89 in PV pol inh FP z-score reads 0.1
compound 88 in PV pol inh FP z-score reads -0.2

New compounds follow
91	Cc1ccc(C(=O)N2CCN(S(=O)(=O)c3ccc(F)cc3)CC2)s1
92	CC(C)(C)OC(=O)CSc1nc2ccccc2n1CCC#N
93	O=C(O)C1CCCCC1C(=O)Nc1ccc2[nH]c(=S)sc2c1 (stereo unspecified)
94	COc1ccc(-c2nc(N)n(C(C)=O)n2)cc1
95	CCOC(=O)C(CC)n1nc(C)n2c(cc3sccc32)c1=O (stereo unspecified)

assay / entry	91	92	93	94	95
PV pol inh	104	108	103	102	107
PV pol inh FP z-score	0.2	0.8	0	0.3	2.4

96	Cc1ccccc1-c1nnc(SCC(=O)c2ccccc2)o1
97	COC(=O)c1cc2ccccc2[nH]1
98	O=P(O)(Cc1ccccc1)c1ccccc1
99	Cc1ccc(C)c(NC(=O)Cc2nc(CN3CCOCC3)cs2)c1
100	CCc1ccc(S(=O)(=O)NCCN2CCN(S(=O)(=O)c3ccc(CC)cc3)CC2)cc1

assay / entry	96	97	98	99	100
PV pol inh	100	105	100	105	106
PV pol inh FP z-score	-0.6	0.3	0.2	0.2	1.4

101	CCN1c2ccccc2-c2nc(SCC(=O)Nc3c(C)cc(C)cc3C)ncc2S1(=O)=O
102	COc1ccc2[nH]c(O)c(N=O)c2c1
103	O=C1CCCC(O)=C1N=Nc1ccc(S(=O)(=O)N2CCOCC2)cc1
104	S=C1SCN(C2CCCCC2)CN1Cc1ccccc1
105	CCN(c1ccc(OC)cc1)S(=O)(=O)c1ccc2c(c1)OCC(C(=O)N1CCCC1)O2 (stereo unspecified)

assay / entry	101	102	103	104	105
PV pol inh	108	102	101	103	100
PV pol inh FP z-score	0.1	0.2	-0.1	0.6	-0.3

106	COc1cc(CO)ccc1OCc1ccccc1C
107	CC1CCN(CCn2c(=S)[nH]c3ccccc3c2=O)CC1
108	Cc1ccc(N2C(=O)CC(Cc3ccccc3)C2=O)cc1 (stereo unspecified)
109	Cc1cccc(OC(=O)c2cc(-c3ccc4c(c3)OCCO4)on2)c1C
110	CC(C)(C)NC(=O)NCc1nc(-c2ccccc2)no1

assay / entry	106	107	108	109	110
PV pol inh	101	101	103	105	101
PV pol inh FP z-score	-0.5	0	0.4	-0.1	-0.4

111	CN1C(C(=O)N2CCN(C(=O)c3ccco3)CC2)=CC(c2ccc(F)cc2)=NS1(=O)=O
112	CCc1cccc(N2C(=O)CS(=O)(=O)C23C(=O)N(Cc2ccccc2)c2ccc(C)cc23)c1 (stereo unspecified)
113	CN(C(=O)c1cc2sccc2n1Cc1ccc(F)cc1)C1CCCCC1
114	COc1ccc(CCNC(=O)c2ccc3c(c2)N(Cc2ccc(Cl)cc2)CCS3)c(OC)c1
115	CC1CN(C(=O)C(c2ccccc2)c2ccccc2)CC(C)O1 (stereo unspecified)

assay / entry	111	112	113	114	115
PV pol inh	104	105	107	106	103
PV pol inh FP z-score	1.2	-0.2	1.8	0.6	0.4

Fetched one by one from above, 3 records:
114	COc1ccc(CCNC(=O)c2ccc3c(c2)N(Cc2ccc(Cl)cc2)CCS3)c(OC)c1
111	CN1C(C(=O)N2CCN(C(=O)c3ccco3)CC2)=CC(c2ccc(F)cc2)=NS1(=O)=O
112	CCc1cccc(N2C(=O)CS(=O)(=O)C23C(=O)N(Cc2ccccc2)c2ccc(C)cc23)c1 (stereo unspecified)

assay / entry	114	111	112
PV pol inh	106	104	105
PV pol inh FP z-score	0.6	1.2	-0.2

Compound activity from PubChem BioAssay.

An excerpt; the hit share may differ from the screen's.
